RGS4-Gao reg = modulates binding of RGS4 to human Galphao; hit rate 0.33% among 220,000; binding response (% of control), % at 10 µM; AID 1415; P09471; Multiplexed bead flow cytometry; actives lie on both sides; in the data active means binding response below about 49% or above about 150%; inactive means in between;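 further: fluorescent Galphao activated with aluminum fluoride binding bead-coupled RGS4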
ABCB1 inh = inhibitors of human ABCB1 transporter, ABCG2 counter-screen | inhibition, % at 6.6 µM | hit rate 0.067% among 190,000 | AID 1326 | P08183 | CCRF-Adr cells, JC-1 efflux, flow cytometry; in the data active means inhibition above about 40%;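 further: 0% = vehicle and 100% = reference inhibitor; higher value means more JC-1 retained so stronger ABCB1 efflux block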
GSH bead fluor = GSH bead compound fluorescence profile; hit rate 0.25% among 190,000; fluorescence (KMESF) at 10 µM; GSH beads flow cytometry, compound fluorescence 488/530 nm; active compounds read high; in the data active means fluorescence above about 89;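 further: glutathione beads carrying GST-tagged Bcl family fusion proteins plus one bare bead set; values are compound well signal with DMSO vehicle wells as background; inactives centre near 16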
Mcl1-Bid inh = Mcl-1/Bid interaction inhibition | Q07820 | TR-FRET Mcl-1/Bid-Dy647 peptide binding, 1536-well | inhibition, % at 21.7 µM | hit rate 0.97% among 220,000;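 active means compounds that cut the binding signal by more than half at the single screening dose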;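 further: His-tagged Mcl-1 with europium anti-His antibody binding Bid BH3 peptide; 0% = Mcl-1 plus peptide wells and 100% = peptide-only wells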
Target sequence (Q07820 whole entry, looked up): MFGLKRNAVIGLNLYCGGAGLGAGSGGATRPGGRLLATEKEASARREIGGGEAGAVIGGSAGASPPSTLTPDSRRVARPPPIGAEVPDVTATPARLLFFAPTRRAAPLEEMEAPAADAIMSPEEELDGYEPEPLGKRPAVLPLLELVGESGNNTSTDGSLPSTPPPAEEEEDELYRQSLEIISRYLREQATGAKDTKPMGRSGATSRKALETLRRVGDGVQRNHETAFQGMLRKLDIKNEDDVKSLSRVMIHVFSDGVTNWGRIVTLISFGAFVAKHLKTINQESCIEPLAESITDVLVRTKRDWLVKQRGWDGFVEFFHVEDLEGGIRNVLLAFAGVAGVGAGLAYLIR
Mcl1-Noxa inh = disrupts binding of human Mcl-1 to Noxa peptide; Q07820; TR-FRET Mcl-1/Noxa peptide binding, 2 h; inhibition, % at 21.7 µM; hit rate 1.5% among 220,000; AID 1022;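 active means compounds that cut the protein-peptide binding signal by more than 50% relative to plate controls in a single-dose test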;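 further: His-tagged Mcl-1 with rhodamine Noxa BH3 peptide and terbium anti-His antibody; 0% = Mcl-1 plus Noxa peptide wells and 100% = peptide-only wells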
Avidin fluor = compound fluoresces at 488/530 nm on avidin beads. compound fluorescence 488/530 nm, flow cytometry; active compounds read high. fluorescence (KMESF) at 10 µM. hit rate 0.38% among 220,000; in the data active means fluorescence above about 47; further: inactives centre near 10
Pf gamet viab = kills late stage P. falciparum gametocytes; P. falciparum stage V gametocytes, ATP luminescence, 24 h; inhibition, % at 10.9 µM; hit rate 0.065% among 150,000; AID 743093;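 active means inhibition above the mean plus 3 SD of compounds within the control limits, set per campaign, cut at about 38% in these data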;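 further: 0% = DMSO wells and 100% = medium only without gametocytes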
RGS7-Gao reg = modulates binding of RGS7 to human Galphao; P09471; Multiplexed bead flow cytometry; actives lie on both sides; binding response (% of control), % at 10 µM; hit rate 0.35% among 220,000; AID 1439; in the data active means binding response below about 49% or above about 150%; inconclusive means no clear call, values can overlap the other calls; inactive means in between;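 further: fluorescent Galphao held in activated GDP-AlF4 state binding bead-coupled RGS7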
ABCG2 inh = human ABCG2 inhibition, ABCB1 as counter-screen | inhibition, % at 6.6 µM | AID 1325 | Q9UNQ0 | hit rate 0.1% among 190,000 | IgMXP3 cells, JC-1 efflux, flow cytometry;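 active means inhibition above 80%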;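 further: 0% = DMSO and 100% = nicardipine control wells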
Target sequence (Q9UNQ0 whole entry, looked up): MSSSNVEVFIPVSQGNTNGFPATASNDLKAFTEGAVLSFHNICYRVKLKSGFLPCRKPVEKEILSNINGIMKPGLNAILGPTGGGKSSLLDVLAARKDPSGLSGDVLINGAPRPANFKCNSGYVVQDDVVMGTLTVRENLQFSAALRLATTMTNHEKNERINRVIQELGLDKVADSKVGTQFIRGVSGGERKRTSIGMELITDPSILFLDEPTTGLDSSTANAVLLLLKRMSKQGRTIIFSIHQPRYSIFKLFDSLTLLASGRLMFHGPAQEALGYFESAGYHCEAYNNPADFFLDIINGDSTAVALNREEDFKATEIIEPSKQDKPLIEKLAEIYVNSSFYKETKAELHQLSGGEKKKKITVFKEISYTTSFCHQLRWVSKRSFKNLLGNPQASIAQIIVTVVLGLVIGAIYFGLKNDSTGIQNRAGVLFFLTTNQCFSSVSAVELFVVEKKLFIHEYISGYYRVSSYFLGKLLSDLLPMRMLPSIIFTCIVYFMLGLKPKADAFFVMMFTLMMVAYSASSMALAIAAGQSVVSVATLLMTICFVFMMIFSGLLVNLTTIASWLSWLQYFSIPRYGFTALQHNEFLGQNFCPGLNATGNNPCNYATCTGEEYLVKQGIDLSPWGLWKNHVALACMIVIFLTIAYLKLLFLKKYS
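Test system: IgMXP3 cells (ABCG2) mixed with DDAO far-red-labelled CCRF-Adr cells (ABCB1). Reagent: JC-1 transporter substrate. Compound dosing: single test compound dose, 6.6 µM final. Times: 10 min compound exposure, 25 °C. Detection: flow cytometry of retained JC-1 fluorescence. Read-out basis: efflux inhibition in percent versus controls. Controls: nicardipine and DMSO wells.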
RGS8-Gao = modulates binding of RGS8 to human Galphao | hit rate 0.34% among 220,000 | P09471 | AID 1423 | multiplexed bead flow cytometry; actives lie on both sides | response (percent of control binding), % at 10 µM; in the data active means response below about 60% or above about 140%; inactive means in between;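 further: Galphao activated as the GDP aluminium fluoride complex binding bead-coupled RGS8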
Mcl-1 Bim block = disrupts Bim peptide binding to human Mcl-1 | Q07820 | Bead-based flow cytometry, Bim peptide-Mcl-1 binding | inhibition, % at 10 µM | hit rate 0.1% among 190,000 | AID 1009; in the data active means inhibition above about 40%;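 further: 0% = no compound tracer wells and 100% = peptide blocker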
The depositor's hits bear a star; ? = inconclusive; . = not tested or not shown.

Compound	RGS4-Gao reg	ABCB1 inh	GSH bead fluor	Mcl1-Bid inh	Mcl1-Noxa inh	Avidin fluor	Pf gamet viab	RGS7-Gao reg	ABCG2 inh	RGS8-Gao	Mcl-1 Bim block
COC(=O)c1cccc(NC(=S)N2CCCCC2)c1	101	0.5	19	-9	19	11	10	100	4	100	-1
O=S(=O)(NCCSc1ccc(Cl)cc1)c1ccc(F)cc1	98	0.1	9	-6	-10	6	-20	100	0	95	1
COC(=O)Nc1ccc(S(=O)(=O)N2CCCC(C(=O)N3CC(C)OC(C)C3)C2)cc1 (stereo unspecified)	106	1.2	15	-6	2	7	8	99	1	102	0
CSc1ccc(/C=N/NC(=O)COc2ccc(Br)cc2Cl)cc1	100	0.0	11	-11	-4	11	0	99	5	100	-4
COc1ccc(-n2cc(CN[C@H]3CCCCNC3=O)c(-c3cccc(F)c3)n2)cc1	96	.	.	-6	9	6	-2	?	.	101	.
CC(NC(=O)Cc1ccccc1)C1COc2ccccc2O1 (stereo unspecified)	108	-0.2	13	8	19	8	-3	112	-2	103	-1
C=CCNc1nc(-c2ccccn2)nnc1-c1ccccc1	102	0.0	10	-31	-31	9	.	97	1	102	0
NCCc1nnc(SCc2ccc(F)cc2)o1	92	0.4	23	-15	-6	13	30	93	3	101	0
CCOC(=O)c1[nH]c2ccc(Br)cc2c1NC(=O)CCN1CCN(C(=O)OCC)CC1	100	1.1	18	-10	20	31	.	102	3	103	0
CCC1C(=O)Nc2nc(-c3ccccc3)c(-c3ccccc3)n2N=C1C (stereo unspecified)	106	1.1	30	-13	-5	13	.	105	19	108	-7
CCC(=O)NC(=S)Nc1cccc(NC(=O)c2ccccc2C)c1	100	0.1	15	-21	6	9	-16	?	6	103	-1
O=c1[nH]nnc2sc3c(c12)CCCC3	90	-1.2	22	-9	18	17	-1	91	-5	89	-4
COc1ccc(/C=N\Nc2ccc([N+](=O)[O-])cc2)c(C(=O)O)c1OC	96	.	.	-17	10	6	9	?	.	98	.
CC1CCC(C(=O)NC(C(=O)NCCCN2CCOCC2)C(C)C)CC1 (stereo unspecified)	97	0.0	34	-31	28	13	23	96	-5	100	-3
CC1CCN(Cc2c(C#N)c3ccccc3n2C)CC1	113	-0.1	42	-37	-8	12	.	109	2	108	-1
OCCNCCNCc1ccc(-c2ccccc2)cc1	102	-0.3	9	15	33	12	.	103	6	104	-7
O=C1CCN2C=Nc3cccc4ccc1c2c34	101	1.3	31	-24	-25	10	.	100	12	98	1
COc1cc(/C=C/C(=O)Nc2ccc(C)cc2)cc(OC)c1OC	107	0.5	10	-12	3	6	2	106	2	104	0
Cc1cnc(C(=O)NC(C)CCc2ccccc2)cn1 (stereo unspecified)	101	1.5	13	-9	-4	12	-11	?	11	100	0
O=C(O)C1=C[C@H](c2csc3ccccc23)C[C@H](OCCCCO)O1	106	0.0	18	-2	-12	5	.	108	1	107	-2
Cc1cc2oc(C(=O)N(Cc3ccccc3)c3ccccn3)cc(=O)c2cc1Cl	105	.	.	-6	3	33	0	?	.	98	.
CC1CCCC(C)N1C(=O)COc1ccc([N+](=O)[O-])cc1Cl (stereo unspecified)	105	4.2	17	-19	13	7	-10	103	13	103	-1
COc1ccc(-c2nc(CSCC(=O)N3CCc4ccccc4C3)c(C)o2)cc1OC	104	1.9	18	-35	24	5	.	103	13	98	-1
CCC(C)N1C(=O)c2ccccc2C1C(=O)NC1CCCCCC1 (stereo unspecified)	102	0.9	38	2	14	16	.	106	3	99	-3
CCOC(=O)c1cc(NC(=O)Nc2ccccc2OC)c(C)nc1C	106	-0.3	43	-10	8	7	-34	100	18	102	-4
Cc1cc(=O)[nH]c(N/N=C/CCc2ccccc2)n1	94	0.2	7	-21	2	25	-10	94	0	96	2
CCOC(=O)CC1C(=O)NCCN1c1nc2c(C)cccn2c(=O)c1/C=C1\SC(=S)N(CC(C)C)C1=O (stereo unspecified)	106	.	.	4	-9	5	.	?	.	101	.
C=CCN1C(=O)CN=C1Nc1cc(C)ccc1C	104	-0.2	27	-29	14	4	.	103	-1	102	-6
Cc1ccc2c(c1)c1ncnc(N3CCOCC3)c1n2C	97	0.5	33	.	.	7	-2	97	9	102	2
Cc1ccc(N2CCN(C(=O)N3CCOCC3)CC2)cc1C	104	0.9	15	-15	23	.	1	102	0	102	3
C=CCNC(=O)c1ccc(-c2cccc([N+](=O)[O-])c2)o1	101	0.0	19	-24	10	9	.	99	10	99	1
CCN(CC)C(=O)/C(=C\c1cccc([N+](=O)[O-])c1)NC(=O)c1ccco1	101	0.3	6	-3	13	3	.	100	2	98	-2
CCC(=O)NC(=S)Nc1ccccc1C(=O)OC	105	-0.5	22	-52	19	16	.	106	-3	104	0
Cc1ccc(-c2nc3c(=O)n(C)c4ccccc4c3o2)cc1	98	1.6	13	-4	-3	39	.	98	7	98	-6
CN1CCN(S(=O)(=O)c2ccc(SCCOc3ccccc3)nc2)CC1	103	0.6	6	-28	7	15	29	95	2	99	0
O=C(COC(=O)c1cccs1)c1ccc2c(c1)OCCO2	103	-1.9	39	7	10	5	3	104	0	103	-1
O=C(CN1CCN(CCN2C(=O)c3cccc4cccc(c34)C2=O)CC1)c1ccc(F)cc1	98	2.0	39	98*	18	8	.	99	4	99	-1
COc1ccccc1NC(=O)CSc1nnc(C)n1CCc1ccccc1	100	-3.1	12	-38	9	6	-6	98	-9	101	-2
CC1(C)CC(=O)C2=C(C1)OC(N)=C(C#N)C2c1ccccc1[N+](=O)[O-] (stereo unspecified)	105	0.7	13	-52	14	12	-4	100	1	102	-1
[O-]/C(=C(\C(=S)Nc1ccc(SC(F)F)cc1)[n+]1ccccc1)c1ccc(Cl)cc1Cl	98	-0.2	14	-44	-18	8	3	101	-2	101	0
CCOc1nc(NC(C)C)nc(NC(C)C)n1	97	0.0	11	-4	14	15	.	97	3	100	-4
Cc1ccc(C(=O)Nc2ccc(O)c(C(=O)O)c2)o1	98	-0.4	26	-3	30	13	.	98	-4	100	-5
S=C(Cc1ccc(Cl)cc1)N1CCOCC1	99	2.0	15	-40	23	9	12	?	10	100	-3
O=C(CCN1C(=O)COc2ccccc21)NCCC1=CCCCC1	100	0.8	55	-39	-1	9	.	95	9	103	0
CN1/C(=C/C(=S)NC(=O)C2(C)CC2(Cl)Cl)C(C)(C)c2ccccc21 (stereo unspecified)	101	0.3	14	-2	9	11	-2	101	0	98	0
C=CCN1C(=O)C(O)=C(C(C)=O)C1c1ccccc1F (stereo unspecified)	107	0.1	24	-14	5	34	7	109	2	108	-2
CC1CCCC(C)N1S(=O)(=O)c1ccc(S(=O)(=O)NCc2ccccc2)cc1 (stereo unspecified)	90	0.6	22	-1	1	3	12	92	-1	71	0
Cc1ccc(-c2csc(-c3ccncc3)n2)cc1	96	0.3	19	-7	3	6	8	85	3	96	0
CC(C)(C)c1ccc(S(=O)(=O)Nc2ccccn2)cc1	97	1.4	25	-10	19	12	.	102	6	101	0
Cc1nn(C)cc1/C=N/O	96	0.0	55	-9	3	11	.	95	-2	98	0

A few values from the list.
In RGS8-Gao, O=C1CCN2C=Nc3cccc4ccc1c2c34 has the entry 98
In ABCB1 inh, O=C(CCN1C(=O)COc2ccccc21)NCCC1=CCCCC1 has the entry 0.8

The list continues.
Compound	RGS4-Gao reg	ABCB1 inh	GSH bead fluor	Mcl1-Bid inh	Mcl1-Noxa inh	Avidin fluor	Pf gamet viab	RGS7-Gao reg	ABCG2 inh	RGS8-Gao	Mcl-1 Bim block
COc1cccc(-n2c(-c3cccc(S(=O)(=O)N(C)C)c3)n[nH]c2=S)c1	97	0.3	11	-38	23	21	.	92	0	98	0
Cc1ccc(NC(=S)NC2CCN(Cc3ccccc3)CC2)cc1	102	0.2	7	-57	9	14	.	100	6	98	-6
COc1cc(C(=O)OCC#N)ccc1OCc1c(C)noc1C	104	.	.	-15	11	9	13	?	.	100	.
Cc1ccc(C)c(S(=O)(=O)Nc2ccccc2C(=O)Nc2cc(C)on2)c1	102	0.3	14	3	5	34	.	107	4	101	0
COc1ccc(C(=O)Nc2cc(C)nc3ccccc23)cc1OC	101	0.3	7	2	-1	7	.	98	1	100	2
Cc1ccc(C)c(NS(=O)(=O)c2cc(C(=O)N3CCCC3)ccc2Cl)c1	100	0.0	13	-48	27	7	8	97	0	104	-3
COc1cc2c3c(c1OC)C1(C=CC(=O)C=C1)CC3N(C(=O)CCC(=O)O)CC2 (stereo unspecified)	98	.	.	-21	-8	7	-2	?	.	101	.
Cc1csc(NC(=O)CSc2nc3[nH]ncc3c(=O)[nH]2)n1	103	-0.3	8	-21	-16	31	-17	107	0	103	0
Cc1cccc(NC(=O)CCCN2C(=S)NC(C)(C)CC2C)c1C (stereo unspecified)	98	-0.3	10	-31	0	11	-58	?	0	99	-1

Filtered by structure, the entries above containing an aryl thioether with sulfur outside any ring
Compound	RGS4-Gao reg	ABCB1 inh	GSH bead fluor	Mcl1-Bid inh	Mcl1-Noxa inh	Avidin fluor	Pf gamet viab	RGS7-Gao reg	ABCG2 inh	RGS8-Gao	Mcl-1 Bim block
O=S(=O)(NCCSc1ccc(Cl)cc1)c1ccc(F)cc1	98	0.1	9	-6	-10	6	-20	100	0	95	1
CSc1ccc(/C=N/NC(=O)COc2ccc(Br)cc2Cl)cc1	100	0.0	11	-11	-4	11	0	99	5	100	-4
NCCc1nnc(SCc2ccc(F)cc2)o1	92	0.4	23	-15	-6	13	30	93	3	101	0
CN1CCN(S(=O)(=O)c2ccc(SCCOc3ccccc3)nc2)CC1	103	0.6	6	-28	7	15	29	95	2	99	0
COc1ccccc1NC(=O)CSc1nnc(C)n1CCc1ccccc1	100	-3.1	12	-38	9	6	-6	98	-9	101	-2
[O-]/C(=C(\C(=S)Nc1ccc(SC(F)F)cc1)[n+]1ccccc1)c1ccc(Cl)cc1Cl	98	-0.2	14	-44	-18	8	3	101	-2	101	0
Cc1csc(NC(=O)CSc2nc3[nH]ncc3c(=O)[nH]2)n1	103	-0.3	8	-21	-16	31	-17	107	0	103	0

High-throughput results: PubChem BioAssay, several laboratories
